Source: PubChem
V-ATPase pH – regulators of yeast V-ATPase proton pumping, primary screen, pHLuorin cytosolic pH fluorescence. actives 0.37% (n = 350,000). response, % at 10 µM. S. cerevisiae; in the data active = response mostly above about 7.3%, no sharp cut-off; inactive = mostly below about 5.4%; note: actives read high; inactives centre near 0; some compounds called inactive have numbers as strong as hits
NSD2 inh – NSD2 histone methyltransferase inhibitors, primary screen, biochemical, AlphaScreen, single concentration, set 2; NSD2 peptide methylation, 120 min; inhibition, % at 12.5 µM; actives 0.54% (n = 310,000); in the data active = inhibition above about 50%
CAL PDZ FP-1 – CAL PDZ peptide-binding inhibitors, primary screen, biochemical, fluorescence polarization, Cer-tagged CAL PDZ, HTS. purified CAL PDZ, TMR-peptide fluorescence polarization, 1 h. AID 504414, 2011. actives 0.02% (n = 330,000). inhibition, % at 20 µM;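 active = highest replicate inhibition of at least 40%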;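 note: plate controls were DMSO neutral control wells for no effect and unlabeled competitor peptide control wells for full effect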
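Material: tagged CAL PDZ protein CerCALP, purified; buffer or medium: sodium phosphate/NaCl buffer pH 7.4 with TCEP, IgG, Thesit; also added: fluorescent TMR peptide probe; schedule: 1 h incubation at room temperature before polarization reading; technique: fluorescence polarization from S- and P-plane intensities, G-factor corrected; control set: unlabelled peptide and DMSO controls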
Arr AP2 block – inhibitors of beta-arrestin/AP2 binding, primary screen, biochemical, GPCR trafficking, flow cytometry; AID 504490, 2011; actives 0.31% (n = 340,000); inhibition, % at 10 µM; FITC-arrestin peptide / GST-AP2 beads; AP2 beta2 appendage carries R879A mutation;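 active = inhibition above a set limit, near 3 SD of compounds lacking own fluorescence, cut at about 54% in these data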;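 note: plate controls were DMSO wells for no effect and 5 µM unlabelled arrestin peptide for full effect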
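Test system: GST-tagged AP2 beta2-adaptin appendage (R879A) on 4 µm glutathione beads; also added: fluorescein-tagged arrestin peptide at 50 nM final; timing: 12 min plus 1 h, RT; signal: flow cytometry, FL1 (488/535 nm); read-out: percent drop in bead-associated FITC signal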
LANA DNA inh – inhibitors of KSHV C-LANA binding to DNA, primary screen, biochemical, fluorescence polarization, FAM-LBS DNA, MBP-C-LANA, single point | Kaposi's sarcoma herpesvirus LANA C-terminal domain (residues 932-1162) DNA binding | inhibition, % at 9 µM | actives 0.078% (n = 340,000) | AID 504423, 2011;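 active = highest replicate inhibition at or above 60% at 9 µM, even if other replicates fall short; inactive = all replicates below 60% inhibition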;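 note: 0% = neutral control wells and 100% = 4 µM acridine orange control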
DAGLB inhibitor – DAGLB lipase inhibitors, primary screen, biochemical, fluorescence, HTS. inhibition, % at 5.17 µM. actives 0.059% (n = 340,000). HEK293T DAGLB membrane lysate, EnzChek fluorogenic substrate; in the data active = inhibition above about 34%;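 note: 0% = enzyme with vehicle and 100% = wells lacking enzyme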
CAL PDZ FP-2 – untagged CAL PDZ binding inhibitors, primary screen, biochemical, fluorescence polarization, HTS; purified CAL PDZ, TMR-peptide fluorescence polarization, 1 h; inhibition, % at 24.9 µM; actives 0.92% (n = 300,000); AID 602252, 2012;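 active = mean inhibition of at least 30% with at least half of replicates also reaching 30%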;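 note: 0% = DMSO neutral control and 100% = excess unlabeled competitor peptide PRC23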
Keap1-Nrf2 PPI – Keap1-Nrf2 protein-protein interaction inhibitors, primary screen, biochemical, fluorescence polarization, single point; Kelch-like ECH-associated protein 1 (Homo sapiens), Q14145; Keap1 Kelch-Nrf2 peptide fluorescence polarization, 1536-well; inhibition, % at 9.4 µM; actives 0.15% (n = 340,000); AID 504523, 2011; in the data active = inhibition above about 12%;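 note: human Keap1 Kelch domain with fluorescein labeled Nrf2 9mer peptide probe; 0% = neutral control wells and 100% = peptide positive control; higher means more block of Keap1 binding to Nrf2 peptide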
Target sequence (Q14145 whole entry, looked up, the tested form may be a part): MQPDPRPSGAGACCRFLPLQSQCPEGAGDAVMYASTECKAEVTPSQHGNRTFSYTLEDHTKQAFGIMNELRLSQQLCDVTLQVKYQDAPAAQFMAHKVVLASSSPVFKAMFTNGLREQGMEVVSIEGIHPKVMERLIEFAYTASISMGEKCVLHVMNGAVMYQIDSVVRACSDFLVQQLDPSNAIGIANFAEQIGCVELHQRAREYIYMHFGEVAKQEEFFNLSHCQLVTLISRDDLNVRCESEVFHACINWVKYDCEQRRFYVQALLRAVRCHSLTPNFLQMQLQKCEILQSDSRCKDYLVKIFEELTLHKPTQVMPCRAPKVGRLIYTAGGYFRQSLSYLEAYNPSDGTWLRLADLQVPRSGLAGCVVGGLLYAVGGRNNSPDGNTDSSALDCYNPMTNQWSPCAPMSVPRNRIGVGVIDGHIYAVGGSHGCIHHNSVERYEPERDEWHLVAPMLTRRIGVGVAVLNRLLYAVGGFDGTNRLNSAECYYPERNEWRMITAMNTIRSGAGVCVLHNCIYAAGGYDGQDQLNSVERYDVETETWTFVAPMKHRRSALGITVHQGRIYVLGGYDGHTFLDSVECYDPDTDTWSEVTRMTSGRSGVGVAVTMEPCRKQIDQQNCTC
RTF Ca sens inh – cardiac RTF calcium sensitivity inhibitors, primary screen, biochemical, IANBD-TnC fluorescence, EC70 calcium | Troponin I, cardiac muscle (Homo sapiens) + Troponin T, cardiac muscle (Homo sapiens) + … | inhibition, % at 7.15 µM | actives 0.12% (n = 340,000) | AID 493244, 2011 | IANBD-labeled cardiac RTF, Ca2+ fluorescence;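 active = inhibition above the mean inhibition of all tested compounds plus 3 SD, cut at about 17% in these data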;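 note: assay run at fixed EC70 calcium of 1.6 mM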
Pemphigus Ab inh – inhibitors of pemphigus antibody binding to DSG3, primary screen, biochemical, bead-based, flow cytometry, scFv-GFP | actives 0.48% (n = 310,000) | DSG3-coupled beads, scFv-anti-DSG3-GFP binding; hits give low values | binding (percent of control), % at 10 µM;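 active = binding more than 3 SD below its plate's average and above zero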;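 note: hits lower antibody fragment binding to DSG3; some compounds called inactive have numbers as strong as hits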
Starred values were filed as active, the others as inactive; x = no result given; + = active, no number. A portion of the library, so the mix of outcomes need not match the whole.

compound	V-ATPase pH	NSD2 inh	CAL PDZ FP-1	Arr AP2 block	LANA DNA inh	DAGLB inhibitor	CAL PDZ FP-2	Keap1-Nrf2 PPI	RTF Ca sens inh	Pemphigus Ab inh
CC(=O)OC1CC[C@]2(C#N)[C@H]3CC[C@]4(C)[C@H](C5C=CC(=O)O5)CCC4(O)C3CCC2(O)C1 (stereo partly drawn)	2.9	-1.1	-1.1	-9.2	-2.1	-1.9	-2.1	-6.7	1.7	103.0
CC(=NCc1ccco1)c1c(O)n(-c2ccc(Cl)cc2)c(=O)[nH]c1=O	-2.6	0.2	0.0	8.2	1.8	2.4	-6.4	-1.0	2.0	112.4
Cn1c(O)c(C=NCCN2CCNCC2)c(=O)[nH]c1=O	-2.0	11.8	x	-5.8	x	x	x	x	x	106.5
Cc1cc(Br)c(NC(=O)CN2CC=C(c3ccccc3)CC2)c(Br)c1	-1.1	0.8	-1.4	3.1	-0.5	-5.5	-0.7	-2.1	-5.7	103.9
Cc1nc2ccccc2c(=O)n1-c1cccc(O)c1	-1.8	-0.1	x	24.9	0.2	1.2	0.3	1.1	-1.0	95.8
O=c1c2ccccc2nc(-c2ccco2)n1-c1cccnc1	2.3	x	1.4	2.6	-0.3	-3.3	-0.4	-4.1	-0.8	104.0
CN1CCc2nc3sc(C(=O)NC(C)(C)C)c(N)c3cc2C1	-5.8	0.5	-2.2	5.9	-0.9	-1.5	-2.2	-3.2	5.2	96.8
CCOC(=O)C(O)(c1ccc(N)c(OC)c1)C(F)(F)F (stereo not drawn)	2.0	x	-0.3	2.5	1.0	3.0	-8.2	3.4	-0.4	92.7
COC(=O)C1=C(c2ccc(OC)c(OC)c2)C[C@@H]2CC[C@H]1N2C(=O)NCCO	0.8	x	0.3	16.2	0.1	1.1	4.0	0.0	-8.5	96.7
O=c1[nH]c(=O)n(Cc2ccco2)c(O)c1C=NC1CC1	0.3	0.7	0.1	23.0	-2.1	1.7	-3.8	-4.4	0.3	102.5
COC(=O)c1ccc(N2C(=O)CC(N3CCC(n4c(=O)[nH]c5ccccc54)CC3)C2=O)cc1 (stereo not drawn)	13.8	-1.9	-1.0	-1.4	1.0	-5.3	x	5.5	1.9	119.5
Oc1ccc(Cl)c(Cl)c1	-0.3	x	0.8	29.7	0.6	0.6	0.4	2.2	-0.4	100.6
Clc1ccc(C(Cn2ccnc2)OCc2csc3c(Cl)cccc23)c(Cl)c1 (stereo not drawn)	-2.9	x	-0.1	-8.8	-0.3	-1.3	-1.2	-6.9	0.4	114.5
CCc1nc2ccccc2c(=O)n1-c1ccccc1[N+](=O)[O-]	-0.2	0.8	-0.8	-24.3	1.4	0.7	-1.1	-0.7	-5.7	101.6
CC1CCCCN1Cc1cccnc1 (stereo not drawn)	-5.0	1.8	-1.2	-1.2	-0.5	1.8	-6.1	-0.7	-6.7	108.1
CCOc1cc2c(cc1OCC)-n1cccc1C(c1ccc(C)cc1C)NC2 (stereo not drawn)	2.8	-1.3	-1.5	39.0	-0.1	-1.3	1.3	-1.7	-1.1	106.0
O=C1NC(=O)N(Cc2ccco2)C(=O)/C1=C\c1cccn1CCOc1ccccc1	-3.3	2.9	-0.3	4.3	-1.3	1.3	0.5	-2.1	-1.9	105.4
CC(=NCCc1ccccc1)c1c(O)n(C)c(=O)n(C)c1=O	1.6	-1.2	0.6	11.6	1.6	-0.8	-1.7	-0.7	1.3	x
Cc1sc2c(c1C)C(c1cccs1)=NCC(=O)N2CC(=O)NCc1cccs1	-0.5	1.5	-1.8	19.4	0.9	-0.3	-6.1	-5.4	-4.3	99.7
O=c1[nH]c(=S)n(-c2ccccc2)c(O)c1C=NCCN1CCNCC1	3.4	2.3	-0.8	-10.9	0.2	-1.9	-3.2	-2.3	-10.8	86.6
COc1cc2[nH]c(=O)n(-c3ccc(C)cc3)c(=O)c2cc1OC	2.1	1.9	-1.7	3.1	-0.1	0.9	-1.9	-3.2	-4.0	89.0
Cc1ccc(NC(=O)c2cc(-c3ccccc3)n(CCCN3CCOCC3)c2C)cc1	-3.1	5.5	x	18.2	x	x	x	x	x	101.1
CCN1C(=O)C(=C2C=C(C)N(Cc3ccco3)C(C)=C2)C(=O)N(CC)C1=S	-3.9	-6.9	-2.1	10.8	2.3	2.6	-4.8	-5.1	-0.8	102.7
COc1ccc(CNCCc2ccc(Cl)cc2)c(OC)c1OC	1.9	11.7	-0.1	53.9	0.3	-1.4	-5.1	-1.6	-3.6	115.9
Cc1ccc(N2C(=O)/C(=C/N3CCN(C(=O)c4ccco4)CC3)C(=O)NC2=S)cc1C	-2.8	6.1	-1.4	13.6	-1.7	2.8	-4.6	-18.1	-10.1	107.2
O=c1[nH]c(=O)n(-c2cccc3ccccc23)c(O)c1C=NCc1ccc2c(c1)OCO2	0.0	-1.1	-3.1	-0.5	-0.5	2.5	0.7	-2.4	-2.6	100.7
Cc1ccc(S(=O)(=O)Oc2ccccc2C=C2C(=O)NC(=O)NC2=O)cc1	-2.6	2.2	x	x	x	6.0	x	x	x	102.0
CC(C)N1CCN(Cc2cccc([N+](=O)[O-])c2)CC1	2.4	-2.4	-0.1	-19.0	-1.4	0.5	-2.4	-2.4	9.5	99.9
CCOC(=O)c1nc2ccccc2c(=O)n1-c1ccc(C)cc1C	0.0	25.6	0.6	7.9	-0.3	1.3	-5.8	-1.6	-9.1	98.5
CCOc1c(Cl)cc(CNCCc2c[nH]c3ccccc23)cc1OC	1.6	5.0	-2.3	-5.9	-1.3	0.5	2.1	-3.0	0.4	105.3
O=C(O)CC[N+](=O)[O-]	-0.2	x	-0.1	17.2	-1.1	0.2	-6.3	0.5	12.9	90.8
CN1C(=O)NC(=O)/C(=C\c2ccc([N+](=O)[O-])o2)C1=O	-1.0	+	0.1	10.0	19.3	-0.1	5.9	6.0	4.6	96.7
Cn1c(O)c(C=NCCCNC2CCCCC2)c(=O)n(C)c1=O	0.5	13.2	-2.0	-8.2	0.5	1.6	-2.1	-3.6	1.1	105.3
COc1ccc(NC(=O)c2cc([N+](=O)[O-])ccc2N2CCNCC2)cc1	1.8	-0.9	0.3	14.1	-0.8	0.5	-0.9	-1.9	-10.9	94.2
CC(C(O)c1ccccc1)N(C)CCn1cnc2c1c(=O)n(C)c(=O)n2C (stereo not drawn)	-1.3	8.0	-1.0	2.4	-0.2	1.9	0.3	1.1	-0.1	83.5
C[C@]12CCC(=O)C=C1CCC1C2CC[C@@]2(C)C1CC[C@]2(C)O (stereo partly drawn)	8.3	-0.4	-0.7	16.5	-2.8	0.8	-3.1	3.0	1.0	95.4
O=C1OCCN1P(=O)(c1ccccc1)c1ccccc1	4.2	-0.2	0.9	3.7	1.3	-1.7	-3.7	-2.5	3.8	108.7
CCOC(=O)c1ccc(NC(=O)N2CC3CC(C2)c2cccc(=O)n2C3)cc1 (stereo not drawn)	-0.4	-0.5	0.7	-10.3	-1.5	-1.4	-3.8	3.0	3.2	113.0
CCCCn1c(NC(=O)c2ccco2)c(C(=O)OCC)c2nc3ccccc3nc21	2.7	174.9*	0.2	12.6	1.5	-6.0	-0.6	-1.5	-4.2	100.1
C(#CCN1CCOCC1)COC/C=C/c1ccccc1	-5.9	-1.4	0.0	8.2	-2.1	-0.6	-1.2	4.8	-8.4	107.4

Pulled by structure from above, 3 records:
compound	V-ATPase pH	NSD2 inh	CAL PDZ FP-1	Arr AP2 block	LANA DNA inh	DAGLB inhibitor	CAL PDZ FP-2	Keap1-Nrf2 PPI	RTF Ca sens inh	Pemphigus Ab inh
CCCCn1c(NC(=O)c2ccco2)c(C(=O)OCC)c2nc3ccccc3nc21	2.7	174.9*	0.2	12.6	1.5	-6.0	-0.6	-1.5	-4.2	100.1
Cc1ccc(S(=O)(=O)Oc2ccccc2C=C2C(=O)NC(=O)NC2=O)cc1	-2.6	2.2	x	x	x	6.0	x	x	x	102.0
O=C1OCCN1P(=O)(c1ccccc1)c1ccccc1	4.2	-0.2	0.9	3.7	1.3	-1.7	-3.7	-2.5	3.8	108.7

Next part
compound	V-ATPase pH	NSD2 inh	CAL PDZ FP-1	Arr AP2 block	LANA DNA inh	DAGLB inhibitor	CAL PDZ FP-2	Keap1-Nrf2 PPI	RTF Ca sens inh	Pemphigus Ab inh
O=P(NCc1ccccc1)(Oc1ccccc1)Oc1ccccc1	-0.3	-0.2	-0.2	-5.4	-0.3	-4.0	3.5	-2.6	-4.0	100.9
O=C(CN1CC=C(c2ccccc2)CC1)NC(=O)NC1CCCCC1	1.7	-1.6	-0.6	-0.7	-1.4	-2.5	-2.1	0.3	1.0	104.1
O=C(O)C1C2CCC(O2)C1C(=O)NC1CCCCC1 (stereo not drawn)	-1.5	-2.1	0.9	9.3	-0.6	1.3	0.1	3.7	4.2	x
CC[n+]1c(/C=C/C=C/c2ccc(N(C)C)cc2)sc2ccccc21	0.3	80.6*	1.0	17.0	-3.2	20.4	x	-9.4	7.2	104.1
COc1ccccc1N1CCN(Cc2ccccc2)CC1	-3.0	12.9	-0.4	-0.1	1.5	-5.9	-1.9	-5.6	-6.6	107.6
Cn1c(=O)cc(SCC(=O)N2CCC3(CC2)OCCO3)c2ccc(Cl)cc21	1.0	x	-3.1	7.3	-0.4	-3.1	0.1	-0.8	7.9	102.5
CN1CCC(N(C)c2ccc(C(N)=O)cc2[N+](=O)[O-])CC1	-3.4	4.3	-2.3	-6.0	-2.5	0.9	-2.9	-4.6	-2.3	113.1
C[C@H]1CCC[C@H](O)CCCCCc2cc(O)cc(O)c2C(=O)O1	2.9	x	-0.3	-3.2	-2.5	3.0	-1.4	-3.6	4.1	103.6
COc1ccc(CN2CCN(C(=O)COc3cccc(C)c3)CC2)c(OC)c1	-3.7	x	-3.1	4.0	0.5	-0.6	-1.3	-9.8	-8.1	124.7
CN1CCN(c2ccc([N+](=O)[O-])c(NCc3ccco3)c2)CC1	-1.6	18.0	0.2	-1.3	0.3	1.8	-0.9	3.0	3.8	111.6
CCOC(=O)C(O)(c1cn(C)c2ccccc12)C(F)(F)F (stereo not drawn)	-1.7	-3.1	1.0	13.5	0.2	-2.9	-3.8	-3.1	3.8	108.2
